# Bioassay records as filed in PubChem.
# AmpC detergent: AmpC beta-lactamase inhibition with detergent present; 0.041% of 370,000 active; Potency, µM (top dose mostly 114 µM), inactives show at the top dose activity change, negative = inhibition, actives largely listed as inhibitors; P00811; AID 485294; AmpC hydrolysis of nitrocefin, absorbance 480 nm, 0.01% Triton;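 note: potency is the fitted concentration of half-maximal effect; 0% = no-compound wells and -100% = no-enzyme wells; nearly all actives have a fitted effect of over 25% in size; some results filed as inactive show a strong effect at the top dose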
# Target sequence (P00811 whole entry, looked up): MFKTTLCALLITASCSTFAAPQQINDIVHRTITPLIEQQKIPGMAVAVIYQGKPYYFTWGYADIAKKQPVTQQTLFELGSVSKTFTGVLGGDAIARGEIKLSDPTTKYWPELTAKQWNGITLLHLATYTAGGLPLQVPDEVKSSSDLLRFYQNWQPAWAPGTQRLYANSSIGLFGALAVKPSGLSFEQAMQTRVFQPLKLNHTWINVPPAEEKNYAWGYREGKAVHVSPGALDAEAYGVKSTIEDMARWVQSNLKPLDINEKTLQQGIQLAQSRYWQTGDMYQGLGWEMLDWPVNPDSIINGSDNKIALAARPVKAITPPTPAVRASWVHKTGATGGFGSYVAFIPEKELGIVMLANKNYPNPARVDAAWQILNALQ
#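 AmpC (5.3 nM in the dispensed reagent) in 20 mM phosphate pH 7.0 with 0.01% (detergent screen) or 0.0001% Triton X-100 was preincubated with compounds for 15 min at room temperature. Nitrocefin was then added from an 800 uM solution, and hydrolysis was followed at 480 nm.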
# TbPYK inhibitor: inhibitors of Trypanosoma brucei pyruvate kinase; Q57TT1; TbPYK enzyme, Kinase-Glo Plus ATP luminescence, 45 min; Potency, µM (highest dose often 76.8 µM), for the others: top-dose activity, negative = inhibition, hits mostly inhibitors; 0.12% of 410,000 active; AID 624173; note: potency is the fitted concentration of half-maximal effect; nearly all actives have a fitted effect of over 50% in size
#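 Screened from lowest to highest concentration, compounds were pinned into TbPYK/substrate mixtures, and ADP (130 uM final) was added. Plates sat at room temperature for 45 min prior to Kinase-Glo Plus detection by luminescence.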
# LmPK inh: LmPK (Leishmania mexicana) enzyme inhibition | Q27686 | purified LmPK, Kinase-Glo ATP luminescence, 1 h | Potency, µM (doses to about 57.5 µM), for inactives: at the highest dose activity change, negative = inhibition, most hits filed as inhibitors | 0.37% of 290,000 active | AID 1721; note: potency is the fitted concentration of half-maximal effect
# Target sequence (Q27686 whole entry, looked up): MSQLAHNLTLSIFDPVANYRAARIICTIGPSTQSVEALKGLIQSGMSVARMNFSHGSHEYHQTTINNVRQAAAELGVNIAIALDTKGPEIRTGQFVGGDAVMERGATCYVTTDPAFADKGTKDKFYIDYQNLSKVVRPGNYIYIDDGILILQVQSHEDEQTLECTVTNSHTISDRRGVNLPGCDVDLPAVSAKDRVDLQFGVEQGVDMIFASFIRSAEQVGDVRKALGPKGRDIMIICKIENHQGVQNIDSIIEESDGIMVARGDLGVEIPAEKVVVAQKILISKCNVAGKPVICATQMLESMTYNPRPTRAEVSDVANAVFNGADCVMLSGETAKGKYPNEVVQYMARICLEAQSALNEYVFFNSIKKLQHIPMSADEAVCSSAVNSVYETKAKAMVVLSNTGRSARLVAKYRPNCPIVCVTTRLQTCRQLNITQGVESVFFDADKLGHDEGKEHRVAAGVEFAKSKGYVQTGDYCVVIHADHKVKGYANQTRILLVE
#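 Pyruvate kinase activity monitored as ATP production (luciferase luminescence). Conditions: 0.1 nM enzyme, 0.5 mM PEP, 0.1 mM ADP, 1 h, RT; normalized against uninhibited and no-enzyme wells.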
# Sm TGR inh: blocks Schistosoma mansoni thioredoxin glutathione reductase. Q962Y6. purified TGR, DTNB reduction, TNB absorbance 405 nm. Potency, µM (titrated, usually from 114 µM), for the others: at the top dose activity change, negative = inhibition, usual class: inhibitors. 3% of 360,000 active. AID 485364; note: potency is the fitted concentration of half-maximal effect; nearly all actives have a fitted effect of over 60% in size
#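 TGR 20 nM + NADPH 100 uM (dispensed conc.), cpd preinc 15 min RT; start with NADPH (500 uM addition) then DTNB (15 mM addition). Kinetic TNB absorbance, 405 nm filter. Four-parameter Hill fit across titration.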
# AMA1-RON2 inh: disrupts binding of P. falciparum AMA1 to RON2. AlphaScreen AMA1-biotinylated RON2 peptide binding. Potency, µM (series often up to 58.2 µM), for inactives: at the highest dose activity change, negative = inhibition, actives largely listed as inhibitors. 0.2% of 360,000 active. AID 720542;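 note: potency is the fitted concentration of half-maximal effect; 0% = vehicle wells and -100% = peptide control; nearly all actives have a fitted effect of over 45% in size; some results filed as inactive show a strong effect at the top dose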
#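 AMA1 (3D7) with his tag at 25 nM final met compounds first, then biotinylated RON2 peptide at 25 nM; detection used donor plus acceptor beads, 10 µg/mL apiece, read by AlphaScreen after 30 min at room temperature.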
# AmpC no deterg: inhibitors of E. coli AmpC beta-lactamase without detergent. AmpC nitrocefin hydrolysis, absorbance 480 nm, 0.0001% Triton. Potency, µM (titrated, usually from 57.1 µM), without a hit: at the top dose activity change, negative = inhibition, usual class: inhibitors. 0.52% of 330,000 active;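 note: potency is the fitted concentration of half-maximal effect; plate controls were no compound for no effect and no enzyme for full effect; nearly all actives have a fitted effect of over 20% in size; some results filed as inactive show a strong effect at the top dose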
#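 20 mM phosphate pH 7.0 + 0.01% (detergent screen) or 0.0001% Triton X-100; 5.3 nM AmpC reagent; cpd preinc 15 min RT; nitrocefin (800 uM stock) to start; A480 q20 s × 4 min; Activity was normalised to no-enzyme and no-compound control wells.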
# HCMV inh: blocks human cytomegalovirus replication; activity change, negative = inhibition, % at 57.5 µM; HFF cells, HCMV-luciferase reporter, 72 h; stronger effect = lower value; AID 1259415; 4.5% of 410,000 active; in the data active = activity change below about -60%; inconclusive = no clear call, values can overlap the other calls; inactive = above about -39%
#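 Two-dose cell screen: HFF monolayers treated with compounds and infected with luciferase-expressing HCMV at 1 PFU/cell, 72 h at 37C, then lysed for luciferase measurement.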
# * = called active by the depositor; ? = inconclusive; . = no result given; & = joins results of further samples; [ ] = remark or other dose. Unless noted, calls come from the whole dose curve; as a rule, active = well fitted curve in the direction sought with a large enough effect; inconclusive = small, poorly fitted or top-dose-only effect, or another doubt; inactive = no such curve, though single readings can be large; an effect the other way counts as inactive or inconclusive. Unless noted, % is set by controls: 0 for no effect and ±100 for the full control effect.
SMILES,AmpC detergent,TbPYK inhibitor,LmPK inh,Sm TGR inh,AMA1-RON2 inh,AmpC no deterg,HCMV inh
CCC(C)OC(=O)C(C)Oc1ccc(-c2ccccc2)cc1 (stereo not given),1%,-1%,-1%,-21%,37%[activator],-19%,37
COCCCNC(=O)CSc1nc2sc(C(=O)OC)c(C)c2c(=O)n1N,-14%,0%,1%,-2%,7%,-20%,-19
CC1(C)CC(=O)C2=C(C1)Nc1ccccc1NC2c1cc(Cl)ccc1O (stereo not given),3%,-4%,3%,10%,-13%,-24%,-33
COc1cccc(-c2cc(CNC(=O)[C@H]3O[C@@H](n4ccc(=O)[nH]c4=O)[C@H](O)[C@@H]3O)no2)c1,.,-1%,.,.,4%,.,-1
COc1ccc2nc(NC(=O)c3ccc(-n4nc(C)cc4C)cc3)sc2c1,-10%,-8%,2%,-24%,-10%,-7%,-106*
COc1ccc(OC)c(NC(=O)Cn2cc(S(=O)(=O)c3ccccc3)c(=O)c3cc(C)ccc32)c1,6%,1%,.,0%,.,.,18
CN(C)c1ccc(C(=S)N2CCN(C(=S)Nc3ccc(Cl)cc3)CC2)cc1,3%,-20%,6%,-6%,13%,-17%,-21
Cc1cccc(N(C)S(=O)(=O)c2ccc3[nH]cc(C(=O)N4CCOCC4)c(=O)c3c2)c1,-5%,2%,2%,0%,2%,-1%,-4
NC(=O)CC(NSc1ccccc1[N+](=O)[O-])C(=O)O (stereo not given),-1%,3%,-1%,-22%,28%,-13%,0
Cc1ccc(Cn2c(CCCO)nc3ccccc32)cc1,-1%,-5%,-1%,-2%,6%,49%,53

# 6 compounds from above, ordered by molar mass, rising:
SMILES,AmpC detergent,TbPYK inhibitor,LmPK inh,Sm TGR inh,AMA1-RON2 inh,AmpC no deterg,HCMV inh
NC(=O)CC(NSc1ccccc1[N+](=O)[O-])C(=O)O (stereo not given),-1%,3%,-1%,-22%,28%,-13%,0
CC1(C)CC(=O)C2=C(C1)Nc1ccccc1NC2c1cc(Cl)ccc1O (stereo not given),3%,-4%,3%,10%,-13%,-24%,-33
COc1ccc2nc(NC(=O)c3ccc(-n4nc(C)cc4C)cc3)sc2c1,-10%,-8%,2%,-24%,-10%,-7%,-106*
COCCCNC(=O)CSc1nc2sc(C(=O)OC)c(C)c2c(=O)n1N,-14%,0%,1%,-2%,7%,-20%,-19
Cc1cccc(N(C)S(=O)(=O)c2ccc3[nH]cc(C(=O)N4CCOCC4)c(=O)c3c2)c1,-5%,2%,2%,0%,2%,-1%,-4
COc1ccc(OC)c(NC(=O)Cn2cc(S(=O)(=O)c3ccccc3)c(=O)c3cc(C)ccc32)c1,6%,1%,.,0%,.,.,18

# (listing goes on)
SMILES,AmpC detergent,TbPYK inhibitor,LmPK inh,Sm TGR inh,AMA1-RON2 inh,AmpC no deterg,HCMV inh
CCCCNC(=O)c1ccc2nc(CC)c(N(CC)CCOC)n2c1,.,-4%,.,.,12%,.,-5
Cc1cccc(CCNCc2cc3ccc(C)cc3[nH]c2=O)c1,3%,-2%,-6%,-4%,24%,-12%,27
CC(=O)c1ccc(N2CCN(C(=O)c3ccc(NC4=NC5CS(=O)(=O)CC5S4)cc3)CC2)cc1 (stereo not given),-12%,1%,-1%,-2%,10%,-12%,22
C#CC1(NC(=S)Nc2cccc(OC)c2)CCCCC1,.,-14%,.,.,18%,.,28
CCC(C)(C)NC(=O)CN(C(=O)c1ccc(N2CCCC2)nc1)c1ccc(F)cc1,?,5%,-3%,0%,0%,99%[activator],24
CC(CCc1ccccc1)N1CCN(C)CC1 (stereo not given),-12%,3%,-7%,-1%,0%,-10%,9
CC(=O)CSc1nnc(CSc2ncccn2)n1C1CCCCC1,-10%,-11%,-1%,-4%,30%,7%,12
CCC(C(=O)NC(C)(C)C)N(Cc1ccco1)C(=O)Cn1nnc(-c2ccc(F)cc2)n1 (stereo not given),0%,-4%,-5%,10%,-3%,133%[activator],-9
O=C(NC1CCCC1)C(c1ccccc1)N(Cc1ccc2c(c1)OCO2)C(=O)Cc1cccs1 (stereo not given),-5%,2%,-1%,-7%,3%,-26%,0
COc1cccc(NC(=O)COC(=O)c2ccccc2C(=O)N(C)c2ccccc2)c1,-2%,5%,.,-8%,-2%[11.6 µM],7%,-23
Cc1cc(C)n2cc(CSc3nnnn3-c3ccc(Cl)cc3)nc2n1,-2%,1%,-1%,-24%,-8%,2%,-24
O=C(COc1ccc(Br)cc1Cl)NC(=O)NC1CCCC1,?,5%,.,1%,5%,-10%,26
Cc1cc(C)c2c(=O)cc(C(=O)NCc3ccc(S(N)(=O)=O)cc3)oc2c1,7%,0%,.,4%,.,.,-13
Cc1nn(CCCC(=O)Nc2cccnc2)c(C)c1[N+](=O)[O-],6%,-6%,-5%,3%,6%,-12%,-5
CCCCN1C(=O)N(C)C2NC(=O)NC21 (stereo not given),-10%,-4%,3%,-1%,5%,-13%,42
CCOC(=O)N1CCN(C(=O)c2cn(CCOC)c(=O)c3c2c2ccccc2n3C)CC1,-8%,1%,1%,12%,13%,73%[activator],39
COc1ccc(OCCC(=O)OCC(=O)Nc2cccc(S(=O)(=O)N3CCOCC3)c2)cc1,-10%,-18%,10%,-6%,-17%,-18%[11.4 µM],-6
O=C(O)CC1(CC(=O)N2CCOCC2)CCCC1,35µM*,-3%,-6%,-13%,3%,-52%,-12
N#Cc1ccc(C23CC4(C2)[C@H](CN(CC2CCCCC2)[C@@H]4c2ccccc2)C3c2ccc(C(F)(F)F)cc2)cc1 (stereo not given in full),1%,.,3%,-26%,.,9%,48
COc1ccccc1-c1cnc(C(O)c2ccc(C)c(F)c2)[nH]1 (stereo not given),.,4%,.,.,-8%,.,-6
CC1CCN(c2ccc(C(=O)O)cc2NS(=O)(=O)c2ccc(Br)cc2)CC1,-18%,-6%,2%,4%,?,-46%,?
CNC(=O)Nc1ccc2nc(C)oc2c1,3%,-1%,-1%,-3%,0%,-18%,-5
Cc1ccc(C(=O)CC(C(=O)O)c2cn(CCC#N)c3ccccc23)cc1 (stereo not given),?,1%,-6%,53%[activator],0%,-15%,26
CCc1cccc(NC(=O)CSC2=Nc3ccccc3N=C(c3ccc(F)cc3)C2)c1,-4%,2%,.,0%,.,.,-35
Cc1cc(=O)oc2c3c(cc(OCC(=O)NCC(=O)N[C@H](C(=O)O)C(C)C)c12)OC(C)(C)CC3,?,2%,-3%,0%,-8%,-9%,22
Cc1[nH]n(-c2ccccc2)c(=O)c1/C=C1/C=c2ccccc2=N1,1%,3%,3%,-5%,-17%,-18%,43
Cc1cccc(N2CCN(C(=O)c3ccc4nc(N5CCC(C)CC5)sc4c3)CC2)c1C,-6%,4%,.,-2%,.,.,15
CC1=CC(C)(C)NC(=S)N1c1cccc2cc(S(=O)(=O)O)ccc12,-12%,?,-7%,?,-6%,-20%,50
Cc1cccc(OCC(=O)Nc2nnc(S(=O)(=O)N3CCCCCC3)s2)c1,-9%&23%,1%&-14%,2%,-10%&6%,-2%,-36%,8&-18
CCOC(=O)C1CCN(C(=O)C2c3ccccc3C(=O)N(C)C2c2ccc(OC)cc2)CC1 (stereo not given),-8%,0%,-4%,-1%,0%,61%[activator],-9
O=S(=O)(NCc1cn2ccccc2n1)c1ccccc1F,-1%,0%,6%,-27%,-3%,-2%,15
Cc1ccc2c(c1)N(C(=O)NCc1ccccc1)CCO2,15%,-4%,.,0%,.,.,-1
O=C(NCC1CCCO1)c1nnc(Cc2ccc(F)cc2)o1 (stereo not given),-10%,0%,4%,-13%,-4%,-13%,1
Cc1cccc(C)c1NC(=O)N1CC=CCC1,3%,10%,0%,-10%,-8%,12%,-4
Cc1ccc(S(=O)(=O)N2CCCCC2)cc1NC(=O)c1ccc(Cl)nc1,-21%,1%,.,-5%,-10%,-45%,4
COc1ccc(-c2csc(C3=C(O)CN(Cc4ccc(S(N)(=O)=O)cc4)C3=N)n2)cc1OC,1%,4%,8%,18%,-17%,-3%,-7
NC(=O)c1ccc(NC(=O)C2COc3ccccc3O2)cc1 (stereo not given),-9%,-7%,0%,4%,-2%,-22%,54
COc1ccc(OC)c(S(=O)(=O)NCC(c2ccc(N(C)C)cc2)N2CCOCC2)c1 (stereo not given),20%,-4%,.,-9%,.,.,2
Cc1onc(-c2ccccc2Cl)c1C(=O)Nc1ccc(N2CCOCC2)cc1,-2%,2%,1%,0%,-12%,-8%,-13
COc1ccc2[nH]c(=O)c(CN(Cc3ccc4c(c3)OCO4)C(C)=O)cc2c1,-10%,-4%,-1%,0%,4%,-17%,14

# Continued, overlapping the part above by four compounds.
SMILES,AmpC detergent,TbPYK inhibitor,LmPK inh,Sm TGR inh,AMA1-RON2 inh,AmpC no deterg,HCMV inh
NC(=O)c1ccc(NC(=O)C2COc3ccccc3O2)cc1 (stereo not given),-9%,-7%,0%,4%,-2%,-22%,54
COc1ccc(OC)c(S(=O)(=O)NCC(c2ccc(N(C)C)cc2)N2CCOCC2)c1 (stereo not given),20%,-4%,.,-9%,.,.,2
Cc1onc(-c2ccccc2Cl)c1C(=O)Nc1ccc(N2CCOCC2)cc1,-2%,2%,1%,0%,-12%,-8%,-13
COc1ccc2[nH]c(=O)c(CN(Cc3ccc4c(c3)OCO4)C(C)=O)cc2c1,-10%,-4%,-1%,0%,4%,-17%,14
CSc1nncn1/N=C/c1ccc2c(c1)OCO2,2%,8%,-4%,-31%,-8%,3%,79
COc1ccc(-c2cnc3c(NC(C)=O)cc(-c4ccc(C(=O)NC5CC5)cc4)cn23)cc1OC,.,-12%,.,.,8%,.,6
COc1ccc(C(NC(=O)C2CCN(Cc3ccc(Oc4ccccc4)cc3)CC2)c2ccccn2)cc1 (stereo not given),.,-4%,.,.,-13%,.,-9
CC(CN1C(C)CCCC1C)OC(=O)c1cccc(F)c1 (stereo not given),9%,-3%,0%,0%,-3%,-12%,-18
C/C(=N\O)C(=O)NCCN1CCCCC1,?,-8%,-1%,5%,5%,-13%,-5
CN1CCN(c2ccc(NC(=O)c3ccc(-c4ccc(Br)cc4)o3)cc2)CC1,0%,-2%,4%,-7%,?,-13%[2.29 µM],-33
